JMJD2C inh – inhibitors of GASC-1 histone demethylase, primary screen, biochemical, fluorescence, DELFIA europium | Lysine-specific demethylase 4C (Homo sapiens), Q9H3R0 | GST-JMJD2C(1-420) H3K9me3 demethylation | inhibition, % at 2.35 µM | 330,000 compounds, 0.069% hits | AID 2099, 2009;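 active = more than half of a compound's replicate wells show inhibition beyond 50%, single wells judged on their own value; inconclusive = some, but no more than half, of replicates pass 50% inhibition; inactive = no replicate passes 50% inhibition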;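 also: signal counts dimethyl H3K9 product captured on neutravidin plate; 0% = median of DMSO wells and 100% = 0.3 times that DMSO median; strong numbers were not always called active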
Target sequence (Q9H3R0 1-420 limits assumed): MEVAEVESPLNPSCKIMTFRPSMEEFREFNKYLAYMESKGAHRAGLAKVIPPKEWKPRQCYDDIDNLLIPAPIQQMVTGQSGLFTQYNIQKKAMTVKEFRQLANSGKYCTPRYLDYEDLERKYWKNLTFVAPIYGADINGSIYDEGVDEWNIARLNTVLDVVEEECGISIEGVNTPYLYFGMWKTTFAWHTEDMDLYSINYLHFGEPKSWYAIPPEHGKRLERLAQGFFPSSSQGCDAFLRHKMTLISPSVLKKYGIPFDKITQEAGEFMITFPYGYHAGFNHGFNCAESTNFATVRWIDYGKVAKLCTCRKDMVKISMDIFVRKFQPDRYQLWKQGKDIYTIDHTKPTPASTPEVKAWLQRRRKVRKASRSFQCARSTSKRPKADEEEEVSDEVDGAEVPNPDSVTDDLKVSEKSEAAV
Efflux pump inh – inhibitors of Candida efflux pumps in yeast, primary screen, S. cerevisiae, Nile Red, multiplex; inhibition, % at 10 µM; 330,000 compounds, 0.44% hits; S. cerevisiae Candida pump triplex;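 active = plate passing quality check with inhibition over a set limit, or well fluorescence over plate mean plus 4 SD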;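 also: Nile Red retained in pooled yeast measured as flow cytometry median fluorescence; 0% = buffer negative control and 100% = Enniatin B positive control; higher means more Nile Red kept so more efflux inhibition; some compounds called inactive have numbers as strong as hits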
PREPL inh – PREPL enzyme inhibitors, primary screen, biochemical, fluorescence polarization. inhibition, % at 5.96 µM. recombinant PREPL, fluorescence polarization activity-based probe. Prolyl endopeptidase-like (Homo sapiens), Q4J6C6. 320,000 compounds, 0.68% hits; in the data active = inhibition above about 43%;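 also: 0% = enzyme with DMSO and 100% = wells lacking enzyme; many of its hits are not listed in these tables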
CTSL1 counter – Fasciola hepatica cathepsin L1 inhibitors, primary screen, counter-screen for PFM18AAP inhibitor project, biochemical, QFRET, fluorogenic peptide substrate. 300,000 compounds, 0.49% hits. AID 1906, 2009. recombinant F. hepatica cathepsin L1, Z-Leu-Arg-MCA fluorescence. inhibition, % at 5.96 µM;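 active = inhibition above the mean of all tested compounds plus 3 SD, set per screening campaign, cut at about 17% in these data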;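 also: 0% = plate median of test compound wells and 100% = 1 µM Z-Phe-Ala-diazomethylketone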
PP5 primary – PP5 phosphatase inhibitors, primary screen, biochemical, fluorescence; purified PP5c, OMFP substrate fluorescence; Serine/threonine-protein phosphatase 5 (Homo sapiens), P53041; inhibition, % at 6.7 µM; 320,000 compounds, 0.18% hits;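 active = inhibition above the campaign's mean inhibition across all tested compounds plus 3 SD, cut at about 9.5% in these data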;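 also: 0% = DMSO only and 100% = 100 µM cantharidin control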
Target sequence (P53041 whole entry, looked up): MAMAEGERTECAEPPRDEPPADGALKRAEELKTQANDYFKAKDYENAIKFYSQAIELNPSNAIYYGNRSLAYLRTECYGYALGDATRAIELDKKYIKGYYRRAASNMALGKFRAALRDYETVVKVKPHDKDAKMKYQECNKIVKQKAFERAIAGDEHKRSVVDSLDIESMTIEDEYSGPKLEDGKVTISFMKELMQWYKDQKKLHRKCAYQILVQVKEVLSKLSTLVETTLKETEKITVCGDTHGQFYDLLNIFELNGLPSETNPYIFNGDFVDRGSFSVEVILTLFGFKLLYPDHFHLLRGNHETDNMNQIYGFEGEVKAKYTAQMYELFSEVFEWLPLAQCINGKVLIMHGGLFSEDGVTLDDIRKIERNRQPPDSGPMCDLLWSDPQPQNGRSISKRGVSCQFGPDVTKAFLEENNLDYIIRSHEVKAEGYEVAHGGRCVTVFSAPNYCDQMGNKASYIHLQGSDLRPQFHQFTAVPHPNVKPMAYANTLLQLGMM
TPT1 inh – Candida albicans TPT1 enzyme inhibitors, primary screen, biochemical, fluorescence polarization | recombinant caTPT1, FP RNA substrate dephosphorylation | tRNA 2'-phosphotransferase TPT1 (Candida albicans SC5314) | AID 1962, 2009 | inhibition, % at 5 µM | 300,000 compounds, 0.81% hits;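 active = inhibition above the mean of all tested compounds plus 3 SD, set per screening campaign, cut at about 24% in these data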;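 also: plate controls were DMSO alone for no effect and ferristatin control at 100 nM for full effect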
LYPLA2 counter – LYPLA2 inhibitors, primary screen, counter-screen for PME1 inhibitor project, biochemical, fluorescence polarization, FP-Rh probe ABPP; Acyl-protein thioesterase 2 (Homo sapiens), O95372; recombinant LYPLA2; inhibition, % at 5.9 µM; 320,000 compounds, 0.38% hits; AID 2177, 2009;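 active = inhibition above the screen-wide mean plus 3 SD, limit set per campaign, cut at about 26% in these data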;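 also: 0% = LYPLA2 with DMSO and 100% = wells lacking LYPLA2 enzyme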
PP1 counter – PP1-alpha phosphatase inhibitors, primary screen, counter-screen for PP5 inhibitor project, biochemical, fluorescence, OMFP substrate, single point; 320,000 compounds, 0.9% hits; inhibition, % at 6.7 µM; Serine/threonine-protein phosphatase PP1-alpha catalytic subunit (Homo sapiens), P62136; purified PP1alpha;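 active = inhibition above the mean inhibition of all tested compounds plus 3 SD, computed separately for each screening campaign, cut at about 15% in these data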
HCV core dimer – inhibitors of HCV core protein dimerization, primary screen, biochemical, TR-FRET, high-throughput | TR-FRET GST/Flag-core106 dimerization, 1536-well | inhibition, % at 5 µM | 300,000 compounds, 0.33% hits | AID 1899, 2009;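 active = inhibition above the mean of all tested compounds plus 3 SD, set per screening campaign, cut at about 45% in these data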
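Material: GST/Flag-tagged HCV core106 proteins. Incubation: 4 h, 22.5 °C incubation. Read-out basis: inhibition (%) from 671 over 617 nm ratio. Measured by: TR-FRET, excitation 340 nm, emission 617 and 671 nm.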
The depositor's hits bear a star; ? = inconclusive; · = no result given; & = joins results of further samples; ! = a repeat was not active. A portion of the library. The share of hits here may be higher or lower than overall.

SMILES	JMJD2C inh	Efflux pump inh	PREPL inh	CTSL1 counter	PP5 primary	TPT1 inh	LYPLA2 counter	PP1 counter	HCV core dimer
CC(C(=O)N1CCN(C2c3ccccc3-c3ccccc32)CC1)N1C(=O)c2ccccc2C1=O (stereo not given)	6	0.1	-2	0	5.1	-4	-1	0	14
COc1ccc(-c2n[nH]c(=S)n2/N=C/c2cccn2C)cc1	0	0.2	3	0	0.5	1	4	-3	1
Cc1cn(C(=O)C(C)N2C(=O)c3ccccc3C2=O)c(C)n1 (stereo not given)	-2	0.0	-1	-2	1.0	-3	-9	-7	-2
Cc1ccccc1NC(=O)c1c(C)cc(=O)oc1C	-5	-0.1	-3	1	-1.0	-5	4	-5	-2
Cc1ccc(N(CC2CO2)S(=O)(=O)c2ccc(C)cc2)cc1 (stereo not given)	39	0.0	1	-3	-0.1	-8	-3	-6	1
Cc1ccc(C(=O)OCC(=O)N2CC(C)CC(C)C2)cc1S(=O)(=O)N1CCOCC1 (stereo not given)	-4	0.0	13	-15	4.1	2	11	-2	3
COCCCNC(=O)c1cccc(NC(=O)c2ccccc2)c1	-19	-0.3	2	-2	2.6	-4	-5	0	0
COC(=O)c1ccc2c(=O)n(CCCN3CCCC3=O)c(=S)[nH]c2c1	8	-0.1	1	-2	1.6	0	3	-2	0
O=C(O)c1cc(S(=O)(=O)N2CCCCC2)ccc1N1CCCCC1	10	0.2	1	·	-1.4	·	-2	-4	·
COc1ccc(/C=N/Nc2nc(N3CCCC3)nc(N3CCCC3)n2)cc1	-5	0.2	-3	2	4.0	-4	-7	2	-1
CC(=O)Nc1ccc(N(C(=O)c2ccco2)C(C(=O)NC2CCCC2)c2ccc(N3CCOCC3)cc2)cc1 (stereo not given)	6	0.2	-3	-3	2.9	5	-3	-2	-5
CCn1c2ccccc2c2cc(NC(=O)C(=O)NCC3CCCO3)ccc21 (stereo not given)	13	0.0	11	-6	-1.1	4	-2	-4	2
CC1=C(C(=O)Nc2ccccc2)C(c2ccc(C(C)C)cc2)N2C(=O)CSC2=N1 (stereo not given)	4	0.0	1	-4	4.2	0	-1	-1	2
Cc1cccc(OCCNC(=O)c2cccc(Oc3ccc(C(F)(F)F)cc3[N+](=O)[O-])c2)c1	-3	-1.4	13	3	3.7	1	1	1	14
Cc1ccnc(NS(=O)(=O)c2ccc(NC(=O)c3oc4ccccc4c3C)cc2)n1	-1	-0.1	0	5	1.9	-1	-2	4	14
CSc1ncc2ncn(C3OC(CO)C(O)C3O)c2n1 (stereo not given)	7	0.4	5	3	-0.4	2	-6	-6	-8
COC(=O)[C@H]1[C@H]2C[C@H]3c4[nH]c5ccccc5c4CCN3C[C@@H]2CC[C@@H]1O	5&-5	-0.2&0.1	46*!	4&-2	-0.5&0.4	-1&-2	-5&4	2&-5	2&-7
COc1ccc(N(CN2C(=O)c3ccccc3C2=O)C(=O)COc2ccc(Cl)cc2Cl)cc1	2	-0.2	-8	4	1.6	-4	-17	6	20
CC(C)c1ccc(N(CC(=O)NCCSC(C)(C)C)S(C)(=O)=O)cc1	6	-0.2	4	3	-1.6	0	0	-2	-1
COc1cccc(OC)c1C(=O)N1CCN(S(=O)(=O)c2ccc(C)cc2)CC1	-7	0.0	1	4	2.0	2	-3	-2	9
CCCCC(=O)NCCNc1nc2c(c(=O)n(C)c(=O)n2C)n1Cc1ccc(F)cc1	2	0.0	12	3	4.8	0	4	1	0
Cc1cccc(NC(=O)CN2CCN(C(=O)C3CCN(C(=O)/C=C/c4ccccc4)CC3)CC2)c1C	-14	0.3	12	·	-0.1	·	16	-2	·
Cc1c(NC(=O)c2cnn3c2NC(c2ccc(Br)cc2)CC3C(F)(F)F)c(=O)n(-c2ccccc2)n1C (stereo not given)	-3	0.3	11	5	-0.2	-2	8	-1	19
O=C(CN(c1ccc(Cl)c(C(F)(F)F)c1)S(=O)(=O)c1ccccc1)N1CCOCC1	2	0.7*	10	-5	4.3	-4	-3	-3	4
Cc1nn(-c2ccc(N3CCCCC3)nn2)c(C)c1CCC(=O)Nc1cccc(F)c1	33	-0.2	5	0	2.0	-2	17	3	5
COc1cccc(Oc2ccc(C(F)(F)F)cc2NC(=O)c2cccc(F)c2)c1	4	0.0	-6	5	-1.3	4	-18	5	-4
CC(C)(C)NS(=O)(=O)c1ccc(CCC(=O)Nc2ccc3c(c2)OCO3)cc1	8	0.0	-1	-7	-0.7	-2	4	-5	12
CC1CCC2(CC1)NC(=O)N(CC(=O)Nc1ccc(F)cc1)C2=O (stereo not given)	·	-0.1	8	·	1.5	·	4	-3	·
COc1ccsc1NC(=O)OCc1ccc(Cl)cc1	1	0.0	14	1	-1.1	1	-8	2	5
N#Cc1cccc2cnccc12	13	0.1	2	0	-0.3	-7	1	1	-6
CCOC(=O)C1C(=O)C=C(c2ccc(Br)cc2)CC1c1ccco1 (stereo not given)	-14	0.0	3	3	0.0	3	-2	3	8
CC(C)(C)OC(=O)NCCCCCNC(=O)c1[nH]cnc1C(=O)Nc1nccs1	7	0.3	-7	·	-2.5	·	0	-1	·
Cc1ccc(C2(C)NC(=O)N(CC(=O)Nc3ccc(N4CCOCC4)cc3N3CCOCC3)C2=O)cc1 (stereo not given)	2	-0.1	19	-1	0.1	-4	8	-7	-7
O=C(C1CCN(c2nnc(-n3cccc3)s2)CC1)N1CCCCC1	6	0.2	12	-4	-0.1	4	2	-4	0
Cc1csc(SCc2nnc(-c3ccccc3Br)o2)n1	-10	0.1	-1	-3	1.4	1	-3	-2	21
CN1CCN(CCCNC(=O)c2ccc3c(=O)n(CCc4ccccc4)c(=O)[nH]c3c2)CC1	0	0.1	12	-2	0.9	-4	29*	0	9
CN(C)c1nc(SCC#N)nc(N2CCOCC2)n1	21	0.0	-4	-6	-0.5	-6	10	-2	-2
O=C(c1ccc(Oc2cc(Cl)cc(Cl)c2)o1)N1CCCCC1	10	0.1	31	-3	-0.3	-3	-2	-2	-9
COc1ccc(OC)c(Nc2nc(-c3sc(C)nc3C)cs2)c1	-2	0.2	11	3	6.4	4	1	1	-9
CCCN1CCN(C(=O)Cn2cnc3sc(C)c(S(=O)(=O)N4CCC(C)CC4)c3c2=O)CC1	-3	0.1	-7	-1	1.4	-1	-3	1	-8
COc1ccc(C2=NOC(CNC(=S)N3CCOCC3)C2)cc1 (stereo not given)	-2	0.1	4	-1	2.2	-3	-8	0	-1
CCOC(=O)/C=C/C(=O)Nc1ccc(S(=O)(=O)Nc2c(C)cc(C)cc2C)cc1	-14	0.0	-9	10	9.6*	0	-29	-4	21
CC(C)c1ccccc1NC(=O)C1CN(S(=O)(=O)c2ccccc2)CCN1S(=O)(=O)c1ccccc1 (stereo not given)	11	-0.4	7	-2	4.6	-3	5	2	19
COc1ccccc1OCCNC(=O)c1cccc(S(=O)(=O)NCc2ccccc2)c1	-16	0.3	11	·	0.2	·	-7	-2	·
COc1ccc(NC(=O)c2cccs2)cc1	-3	0.1	8	-4	2.6	1	-2	-2	2
O=C(c1ccccc1Cl)N1CCNCC1	2	-0.2	7	0	-0.1	0	-1	-2	-10
CCc1ccccc1N1CC23C=CC(O2)C(C(=O)OCC(C)C)C3C1=O (stereo not given)	7	-0.1	23	7	-0.1	-6	8	-8	-1
Cc1cccc(OC(=O)c2cccnc2)c1C	2	-0.1	-12	-2	0.4	1	2	-6	1
OC(CN1CCOCC1)C12CC3CC(CC(C3)C1)C2 (stereo not given)	6	0.1	0	0	-0.8	2	6	-1	-2
COc1ccc(OC)c(C2Nc3ccccc3NC3=C2C(=O)CC(C)(C)C3)c1 (stereo not given)	6	-0.1	5	5	2.5	-1	-1	-3	0
Carrying on.
SMILES	JMJD2C inh	Efflux pump inh	PREPL inh	CTSL1 counter	PP5 primary	TPT1 inh	LYPLA2 counter	PP1 counter	HCV core dimer
CCN1CCN(c2ccc(S(=O)(=O)N3CCOCC3)cc2NC(=O)/C=C/c2cccc(OC)c2OC)CC1	-22	0.1	-3	0	1.3	4	-4	-4	-3
Cc1nc(S(=O)(=O)N(C)Cc2ccccc2)c(C#N)c(C)c1Cl	30	0.1	11	-3	-6.8	-2	-7	8	7
Cc1cc(C(=O)NCc2ccco2)c2cc(F)ccc2n1	-2	-0.1	7	-1	-0.4	-4	5	3	2
FC(F)(F)c1cnc(Sc2ncn[nH]2)c(Cl)c1	-1	0.1	-4	12	-0.4	-1	2	0	-1
O=C(O)C1Cc2ccccc2CN1C(=O)CCl (stereo not given)	7	-0.1	-6	5	-1.4	1	0	3	-2
Cc1ccc(NC2=NCC(=O)N2Cc2cccs2)cc1C	-3	-0.1	-8	-1	1.7	-1	12	-2	-2
O=C(N[C@@H](Cc1ccccc1)C(=O)N1CCC2(CC1)NCCc1[nH]cnc12)c1cccc(F)c1	-7	0.1	5	-1	0.6	-4	3	0	-1
COc1ccc(-c2csc(NC(=O)CN3C(=O)C4CC=CCC4C3=O)n2)cc1 (stereo not given)	7	-0.2	20	·	4.3	·	8	-3	·
Cc1cc(N2CCN(C)CC2)nc2ccc(NC(=O)CCC(=O)NCCCOC(C)C)cc12	24	-0.1	12	-3	-2.3	-3	1	-2	8
CCc1c(C)sc(NC(=O)c2ccccc2[N+](=O)[O-])c1C(N)=O	-2	0.2	-1	0	0.1	-1	9	1	-4
CCN(CC)S(=O)(=O)c1ccc(Cl)c(C(=O)OC)c1	6	0.1	19	-2	-0.6	0	7	-1	-1
O=C(CCN1C(=O)C2CCCCC2C1=O)Nc1ccc(F)c(F)c1F (stereo not given)	7	0.0	2	-3	2.3	-2	-6	1	2
Cc1c(Br)c(=O)oc2c(Br)c(O)c(O)cc12	2	0.0	32	-3	2.2	0	3	-3	-13
C/C(=N\NC(=O)Cc1csc(N2CCOCC2)n1)c1ccccc1	-31	0.0	10	0	-0.5	-1	8	1	-11
C#Cc1ccc([C@@H]2C=C(C(=O)N3CCOCC3)O[C@H](OCC)[C@H]2CCCO)cc1	-3	0.0	11	-1	3.2	0	-2	0	-5
COc1cc(C=C2C(=O)c3ccccc3C2=O)cc(OC)c1	-30	-0.1	5	-2	0.8	-3	0	0	-6
CC1C(=O)N2CCCc3cc(NC(=O)c4ccccc4C(F)(F)F)cc1c32 (stereo not given)	?	0.3	5	-1	2.4	-1	-3	-3	6
CCCn1c(N)c(C(=O)CSc2nnc(Cc3ccccc3)o2)c(=O)n(C)c1=O	22&-13	-0.1	5	2	-0.6	1	0	0	-6

3 compounds already listed, arranged by the number in TPT1 inh, lowest first.
SMILES	TPT1 inh
O=C(CCN1C(=O)C2CCCCC2C1=O)Nc1ccc(F)c(F)c1F (stereo not given)	-2
CC1C(=O)N2CCCc3cc(NC(=O)c4ccccc4C(F)(F)F)cc1c32 (stereo not given)	-1
CCN(CC)S(=O)(=O)c1ccc(Cl)c(C(=O)OC)c1	0
